GPR55 beta-arrestin – GPR55 agonists via beta-arrestin recruitment, primary screen, imaging, U2OS cells, beta-arrestin-GFP redistribution (AID 1961); U2OS GPR55 beta-arrestin-GFP redistribution imaging; higher % means a stronger effect; 290,000 compounds, 0.048% hits; activation, % at 10 µM, or EC50 in µM where a hit was titrated; G-protein coupled receptor 55 (Homo sapiens);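 active means activation above 40% with more than 50 cells counted in the well; inconclusive means wells holding fewer than 50 cells, flagged as toxic or sparse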;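 further: U2OS osteosarcoma cells stably expressing GPR55 and beta-arrestin-GFP; plate controls were DMSO negative control for no effect and LPI positive control for full effect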
GPR55 LPI antagonism – GPR55 antagonists blocking LPI-driven arrestin recruitment, primary screen, imaging, U2OS, beta-arrestin-GFP, LPI agonist (AID 2013). G-protein coupled receptor 55 (Homo sapiens). U2OS GPR55 beta-arrestin-GFP translocation imaging, LPI antagonism; higher % means a stronger effect. inhibition, % at 10 µM, or IC50 in µM where a hit was titrated. 290,000 compounds, 0.13% hits;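 active means spots per cell inhibited over 60%, with over 100 cells counted and total cytoplasm intensity under 500,000; inconclusive means wells with under 100 cells, flagged as likely toxic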;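 further: U2OS cells stably carrying GPR55 and arrestin-GFP stimulated by 5 µM LPI near EC80; imaged beta-arrestin-GFP aggregate spots per cell after agonist stimulation; plate controls were LPI-stimulated DMSO wells for no effect and DMSO wells without LPI for full effect; some results filed as inactive read as strong as hits; confirmed hits need IC50 under 10 µM and bright autofluorescent wells are also inconclusive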
AID2073 – inhibitors of Mint1-CaV2.2 protein interaction, biochemical, HTRF (AID 2073) | HTRF protein-protein interaction, Mint1-CaV2.2; higher % means a stronger effect | inhibition, % at 20 µM, or IC50 in µM where a hit was titrated | Voltage-dependent N-type calcium channel subunit alpha-1B (Homo sapiens) | 290,000 compounds, 0.19% hits; in the data active means inhibition mostly above about 51%, no sharp cut-off; inconclusive means no clear call, values can overlap the other calls; inactive means mostly below about 53%; further: some results filed as inactive read as strong as hits
NTR1 ag – agonists of NTR1, primary screen, imaging, U2OS cells, beta-arrestin-GFP, high content (AID 493036). Neurotensin receptor type 1 (Homo sapiens), P30989. NTR1-U2OS beta-arrestin-GFP spot imaging, agonist mode. activation, % at 20 µM. 330,000 compounds, 0.17% hits;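 active means activation at or above 40% of the spot to cytoplasm intensity ratio, with at least 20 cells analyzed; inconclusive means wells under 20 cells, flagged as cytotoxic or low count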;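 further: 0% = DMSO without peptide and 100% = 100 nM NTR1 peptide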
Target sequence (P30989 whole entry, looked up): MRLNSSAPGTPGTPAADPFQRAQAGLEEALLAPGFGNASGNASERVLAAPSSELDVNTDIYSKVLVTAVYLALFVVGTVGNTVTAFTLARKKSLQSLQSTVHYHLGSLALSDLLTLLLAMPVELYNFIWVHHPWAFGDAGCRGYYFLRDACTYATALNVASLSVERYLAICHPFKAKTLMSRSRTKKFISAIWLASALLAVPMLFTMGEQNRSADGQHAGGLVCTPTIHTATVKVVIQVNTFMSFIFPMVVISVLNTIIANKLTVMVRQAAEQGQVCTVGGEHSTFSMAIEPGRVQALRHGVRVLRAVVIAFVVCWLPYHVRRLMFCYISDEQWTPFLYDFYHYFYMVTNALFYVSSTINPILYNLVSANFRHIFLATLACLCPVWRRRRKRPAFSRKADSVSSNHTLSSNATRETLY
MgcRacGAP inhibition – MgcRacGAP GTPase-activating activity inhibitors, confirmation, biochemical, ADP Hunter fluorescence | AID 624330, 2012 | 340,000 compounds, 0.6% hits | Rac GTPase-activating protein 1 (Homo sapiens) | inhibition, % at 30 µM; hits with a dose series show IC50 in µM | MgcRacGAP-stimulated Rac1 GTP hydrolysis, ADP Hunter fluorescence; higher % means a stronger effect; GST-tagged Rac1 F28L mutant substrate;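 active means first-screen hits whose inhibition reached a set limit at any dose in the follow-up dose series; inconclusive means inhibition above the set first-screen limit but never retested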;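 further: fluorescence reports GDP produced by GAP-driven GTP hydrolysis; strong numbers were not always called active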
Dengue-2 NS5 capping – Dengue-2 NS5 methyltransferase inhibitors, primary screen, biochemical, confirmation dose response (AID 588689); Dengue-2 NS5 methyltransferase capping enzyme assay, biochemical; higher % means a stronger effect; inhibition, % at 25 µM; hits with a dose series show IC50 in µM; 340,000 compounds, 0.3% hits; in the data active means a potency from the dose series; inconclusive means inhibition above about 29% without an active follow-up result
Yfh1-depleted yeast – enhancers of respiration in Yfh1-depleted yeast, dose response, Friedreich's ataxia, plus single-dose screen (AID 1465) | S. cerevisiae Yfh1-off respiration, WST-1 reduction, 72 h; higher fold induction means a stronger effect | one-dose fold induction at 50 µM; EC50 in µM for titrated hits | 220,000 compounds, 0.074% hits;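 active means fold induction of absorbance versus untreated yeast above a set limit, then at least 30% activation at any dose in follow-up; inconclusive means repeats straddling the limit, or above it without dose testing; inactive means fold induction below the set limit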;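 further: activators that raise dye reduction in frataxin-depleted yeast; strong numbers were not always called active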
Large T inhibition – SV40 large T antigen inhibitors, biochemical (AID 1903). SV40 large T antigen ATPase/helicase inhibition assay; higher % means a stronger effect. inhibition, % at 20 µM, or IC50 in µM where a hit was titrated. 310,000 compounds, 0.39% hits; in the data active means a potency from the dose series; inconclusive means inhibition mostly from about 32% at the one dose, without a potency; inactive means the rest, 99 in 100 with inhibition below about 32%; further: strong numbers were not always called active
GPR35 arrestin U2OS – GPR35 antagonists blocking zaprinast-driven arrestin recruitment, primary screen, imaging, U2OS, beta-arrestin-GFP, zaprinast agonist (AID 2058). G-protein coupled receptor 35 (Homo sapiens). 290,000 compounds, 0.052% hits. U2OS GPR35 beta-arrestin-GFP translocation imaging, zaprinast antagonism; higher % means a stronger effect. one-dose inhibition, % at 10 µM; IC50 in µM for titrated hits;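 active means inhibition of at least 50% with at least 30 cells and total cytoplasm GFP at most 10,000,000; inconclusive means under 30 cells or total GFP of 10,000,000 plus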
NTR1 ag cell count 20 µM – further read-out of NTR1 ag, marked with its call; cell count; measured here: cell count, cytotoxicity flag
Dengue-2 NS5 capping pilot replicate – recorded beside Dengue-2 NS5 capping, whose call it bears; inhibition, %; measured here: pilot screen replicate inhibition
The depositor's hits bear a star; i = inactive; ? = inconclusive; / = no result given.

SMILES	GPR55 beta-arrestin	GPR55 LPI antagonism	AID2073	NTR1 ag	NTR1 ag cell count 20 µM	MgcRacGAP inhibition	Dengue-2 NS5 capping	Yfh1-depleted yeast	Large T inhibition	GPR35 arrestin U2OS	others
CC(=O)Oc1cc2c(C(=O)NCCCN3CCOCC3)c(C)oc2c2ccccc12	-0.1%	5%	0%	-0.1	58	3%	0%	i	2%	5%
COc1ccccc1CN(C)CC(=O)Nc1cccc2ccccc12	0.9%	-10%	-7%	-0.2	41	2%	0%	/	6%	-13%
O=C(c1ccc(-n2cncn2)c([N+](=O)[O-])c1)N1CCN(S(=O)(=O)c2cccc(F)c2)CC1	/	/	/	0.7	65	1%	-7%	/	10%	/
Cc1sc2ncn(CC(=O)N3CCOCC3)c(=O)c2c1-c1ccccc1	-0.4%	3%	-1%	-1.3	63	-2%	-3%	i	5%	5%
O=C(N/N=C/c1ccccc1OC(=O)c1ccc2c(c1)OCO2)c1ccccc1	-0.2%	12%	-2%	-0.1	37	6%	-5%	i	6%	12%
O=C(CCCCCN1C(=O)c2cccc3cccc(c23)C1=O)N1CCOCC1	0.5%	2%	3%	3.5	65	1%	3%	i	13%	-4%
COc1ccc(NS(=O)(=O)c2cc(NC(=O)CC3CCCC3)ccc2N2CCOCC2)cc1	-0.2%	0%	13%	1.0	34	4%	2%	i	5%	16%
Cc1ccc2c(ccn3cc4c(c(=O)n(C)c(=O)n4C)c23)c1	-0.1%	6%	-10%	5.4	85	5%	/	i	-1%	9%
Cc1ccc(S(=O)(=O)N2CCN(C(=O)CSc3ccccn3)CC2)c(C)c1	/	/	/	0.9	80	14%	-1%	/	14%	/
COCc1c(C(=O)Nc2ccc(Cl)cc2F)oc2ccccc12	0.0%	-4%	27%	2.3	64	-40%	-20%	i	13%	-2%
O=C(c1ccccc1)c1cccc(NC(=O)c2ccc(Br)o2)c1	1.1%	-11%	2%	1.9	44	5%	-6%	i	9%	-5%
COc1ccc(NC(=O)c2cccc3cccnc23)cc1S(N)(=O)=O	0.7%	-8%	13%	0.1	56	2%	-3%	/	3%	0%
Cc1ccnc(NC(=O)CCc2c(C)nc3ncnn3c2C)c1	-2.1%	15%	8%	1.0	69	3%	-5%	i	5%	17%	Dengue-2 NS5 capping pilot replicate=-2.7
COC(C(=O)NC(C(C)C)C(C)C)c1ccccc1 (stereo not drawn)	0.1%	-13%	1%	-2.0	68	6%	-4%	i	13%	25%
COc1ccc(F)cc1S(=O)(=O)NCC(c1ccco1)N1CCc2ccccc2C1 (stereo not drawn)	/	/	/	0.1	60	2%	-2%	/	1%	/
CCOC(=O)c1cnc(SCC(=O)Nc2cc(C(F)(F)F)ccc2N2CCOCC2)nc1N	-0.1%	-12%	-39%	7.4	63	7%	5%	i	-4%	4%
CC(=O)N1CCN(S(=O)(=O)c2cccc(C(=O)NNC(=O)Cn3ccc(C(F)(F)F)n3)c2)CC1	/	/	/	0.2	50	1%	5%	/	7%	/
CCOC(=O)c1c[nH]c2c(C)cc(C)cc2c1=O	-0.1%	21%	-1%	1.8	85	3%	0%	i	11%	-10%	Dengue-2 NS5 capping pilot replicate=3.2
NS(=O)(=O)c1cccc(NC(=O)c2cccc3c(Br)cccc23)c1	0.2%	-28%	17%	0.9	58	-10%	-5%	/	4%	-1%
CC1CCCCN1C(=O)COc1ccc(NC(=O)c2ccco2)cc1 (stereo not drawn)	0.0%	-3%	1%	-3.3	85	12%	-2%	i	2%	1%
CCc1ccc(Nc2nnc(SCC(=O)Nc3ccc(C(=O)O)cc3)s2)cc1	0.4%	-6%	8%	-0.3	56	14%	-10%	i	9%	-2%
CC(=O)c1cc(C#N)c(SCC(=O)OC(C)C)nc1C	0.6%	1%	-2%	1.0	39	-3%	-2%	i	?	6%
O=C(NCc1ccc(F)cc1)C(c1ccc(Cl)cc1)N(C(=O)c1csnn1)C1CC1 (stereo not drawn)	-0.4%	-4%	-6%	1.6	53	0%	-7%	/	9%	0%
COc1ccccc1N1CCN(c2nc3ccccc3nc2C(C#N)C(=O)OC(C)C)CC1 (stereo not drawn)	-0.1%	2%	5%	5.1	59	5%	2%	i	12%	1%
O=[N+]([O-])c1cc(S(=O)(=O)Nc2cccc(Cl)c2)ccc1N/N=C/c1ccc(N2CCOCC2)cc1	0.0%	4%	36%	2.5	58	16%	1%	i	20%	-13%
Fc1cccc(F)c1/C=N/N1CCOCC1	0.0%	11%	3%	1.8	64	3%	4%	i	12%	-28%
CCN(CC)S(=O)(=O)c1ccc(NC(=O)CSc2cccc[n+]2[O-])cc1	-0.1%	-6%	-8%	0.3	59	7%	-1%	i	8%	7%
CC(C)NC(=O)N1CCCN(c2nc3ccc(Cl)cc3s2)CC1	-0.1%	2%	-4%	-0.6	56	-1%	-9%	i	8%	10%
CCN1C(=O)c2cccc3c(S(=O)(=O)Nc4nc(C)cs4)ccc1c23	-0.1%	13%	0%	-0.2	49	0%	5%	i	14%	0%
COc1ccc(/C(O)=C2/C(=O)C(=O)N(CCCN3CCOCC3)C2c2ccc(C(C)C)cc2)cc1 (stereo not drawn)	-0.2%	5%	-4%	-0.3	59	0%	-4%	/	13%	10%
O=C(c1cccc(Cl)c1)C1CCCN(C(=O)c2ccoc2)C1 (stereo not drawn)	0.0%	-6%	9%	-0.3	39	7%	-9%	i	13%	18%
COc1ccc(Cl)cc1NC(=O)CN(C)C(=O)c1ccc(N2CCCCCC2)c([N+](=O)[O-])c1	/	/	/	7.6	56	-2%	-1%	/	7%	/
CCOc1cc(/C=N/NC(=O)c2ccccn2)ccc1OC(=O)c1cccs1	-0.1%	6%	-2%	2.8	66	7%	-9%	/	9%	-3%
Cc1nc2ccc(C(=O)O)cc2c2c1CC(C)S2 (stereo not drawn)	-0.1%	-4%	5%	0.1	41	17%	-24%	i	25%	2%
COc1ccc(/C=C(/NC(=O)c2ccc(C)cc2)C(=O)NCc2ccncc2)cc1	0.7%	2%	7%	0.2	63	-1%	-9%	/	/	13%
C=CCn1c(SCc2csc(C)n2)nc2scc(-c3ccc(C)o3)c2c1=O	-0.2%	6%	-23%	4.3	42	12%	-7%	i	15%	16%
Cc1ccc(N(CC(=O)Nc2ccc(Br)c(C)c2)S(=O)(=O)c2c(C)[nH]c(=O)[nH]c2=O)cc1	-0.2%	-9%	2%	2.2	55	10%	2%	/	17%	-4%
Cc1ccc(C2=N/C(=C\c3cccs3)C(=O)N2Nc2ccccc2)cc1	0.2%	-8%	0%	3.8	43	4%	-9%	i	0%	6%
O=C(Cc1cccs1)N/N=C/c1ccc(OCc2ccccc2)cc1	-0.2%	-2%	-10%	10	62	6%	-3%	i	20%	9%
CNc1cnn(-c2ccc(C)cc2)c(=O)c1Cl	-0.2%	9%	2%	0.6	52	13%	/	i	1%	-10%
COc1ccccc1OCCn1cc(/C=N/NC(N)=S)c2ccccc21	-0.4%	-5%	-7%	13	30	9%	0%	i	4%	-4%
Cc1nc2ccc(C(=O)OCc3nnc(-c4ccccc4)o3)cc2nc1C	0.0%	-7%	11%	1.8	57	6%	-1%	/	/	8%
CN(C(=O)c1ccccc1F)C(c1ccccc1)c1ccccc1	0.5%	1%	6%	0.5	65	10%	-8%	/	10%	4%
CN(C)CCNCc1ccccc1OC1CCCC1	-0.1%	8%	-4%	-0.3	77	4%	2%	i	-2%	-12%
COc1ccc(NC(=O)CSc2cn[nH]n2)cc1OC	-0.2%	2%	3%	-1.8	62	3%	-4%	/	-1%	7%
COC(=O)c1cc(-c2ccc(C)o2)nc2ccccc12	-0.2%	10%	6%	1.4	46	-13%	-7%	i	-1%	6%
Cc1ccccc1-n1c(C)cc(/C=C(\C#N)C(=O)NCC2CCCO2)c1C (stereo not drawn)	0.3%	15%	3%	-2.7	52	6%	-4%	i	9%	-6%
CCOCCCNC(=O)CN1CCN(Cc2ccc(Cl)cc2)C1=O	-0.2%	12%	13%	2.0	50	6%	-3%	/	17%	-8%
COCCN(C(=O)C1CC1)c1nnc(-c2cccc(C)c2)s1	-0.2%	-4%	-3%	1.0	70	5%	-1%	i	16%	0%
CC1CCCC(NC(=O)CCNC(=O)c2ccc(Cl)cc2)C1C (stereo not drawn)	/	/	/	0.2	73	-1%	1%	/	2%	/
The list continues.
SMILES	GPR55 beta-arrestin	GPR55 LPI antagonism	AID2073	NTR1 ag	NTR1 ag cell count 20 µM	MgcRacGAP inhibition	Dengue-2 NS5 capping	Yfh1-depleted yeast	Large T inhibition	GPR35 arrestin U2OS	others
Cc1nn(CC(=O)Nc2ccc3c(c2)oc2ccccc23)c(=O)c2ccccc12	-0.2%	9%	21%	-2.4	84	6%	2%	/	10%	4%
FC(F)(F)c1ccc(NC(=S)NCc2ccccc2)cc1	-0.3%	17%	-2%	32	34	3%	-5%	i	8%	6%
Cc1ccc(N2CC(C(=O)Nc3ccc(S(=O)(=O)N4CCCC4)cc3)CC2=O)cc1C (stereo not drawn)	0.5%	0%	7%	0.8	51	4%	0%	/	12%	-12%
CCOC(=O)N1CCC(=NNC(=O)Cn2ccc(C(F)(F)F)n2)CC1	-0.8%	-11%	14%	0.4	82	10%	-5%	i	28%	2%
COc1ccc(S(=O)(=O)N2CCN(C(=O)CN3C(=O)NC(C)(c4ccc5ccccc5c4)C3=O)CC2)cc1 (stereo not drawn)	/	/	/	1.2	75	2%	-7%	/	-3%	/
COc1cc(NC(=O)C/C(C)=N/NC(=O)Cc2ccccc2)c(OC)cc1Cl	-0.3%	4%	-5%	0.2	50	17%	-8%	i	19%	-14%
CC(C)CC(=O)c1c[nH]c(C(=O)NCc2ccccc2)c1	0.5%	8%	32%	-2.4	97	7%	-13%	/	7%	9%
COc1ccc(N2C(=O)/C(=C\c3ccco3)N=C2SCC(=O)NC(C)C)cc1Cl	-0.1%	10%	-2%	-0.7	56	6%	-4%	i	87%	-1%
